Bioassay records as filed in PubChem.
FBA Mtb inh = Mtb fructose-bisphosphate aldolase inhibition; purified M. tuberculosis FBA, fluorescence read-out; inhibition, % at 1 µM; actives 2.3% (n = 360,000); P9WQA3; in the data active = inhibition above about 27%;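 note: 0% = vehicle and 100% = reference inhibitor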
Rv3671c protease = Rv3671c (M. tuberculosis) protease inhibition; P9WHR9; inhibition, % at 5.96 µM; actives 0.048% (n = 320,000); AID 2606; in the data active = inhibition above about 38%;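 note: extracellular domain of Rv3671c used as enzyme; 0% = enzyme with DMSO and 100% = no enzyme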
Target sequence (P9WHR9 whole entry, looked up, the tested form may be a part): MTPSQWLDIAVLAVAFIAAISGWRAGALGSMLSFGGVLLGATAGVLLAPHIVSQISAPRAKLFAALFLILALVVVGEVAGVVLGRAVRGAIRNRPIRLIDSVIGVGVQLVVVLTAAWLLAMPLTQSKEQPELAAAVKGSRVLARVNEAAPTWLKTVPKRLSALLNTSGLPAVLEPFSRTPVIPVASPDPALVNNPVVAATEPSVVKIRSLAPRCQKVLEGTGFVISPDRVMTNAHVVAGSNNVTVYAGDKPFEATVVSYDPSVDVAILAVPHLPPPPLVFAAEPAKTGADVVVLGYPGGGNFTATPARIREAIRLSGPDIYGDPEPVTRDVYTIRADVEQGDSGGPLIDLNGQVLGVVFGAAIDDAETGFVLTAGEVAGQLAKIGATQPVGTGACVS
MazEF act = MazEF (E. coli) toxin RNase activation; P0AE70; FAM/BHQ RNA-DNA oligo cleavage fluorescence, 5 h; activation, % at 20 µM; actives 0.32% (n = 350,000); in the data active = activation above about 50%
Target sequence (P0AE70 whole entry, looked up): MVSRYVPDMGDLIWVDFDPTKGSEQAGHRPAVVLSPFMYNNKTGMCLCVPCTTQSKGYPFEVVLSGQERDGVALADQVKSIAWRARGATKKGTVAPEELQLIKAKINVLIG
GDH-TPI inh = inhibits GDH-TPI coupling enzymes, artifact for Mtb FBA screen; GDH-TPI coupled enzyme counterscreen, NADH absorbance; inhibition, % at 4.8 µM; actives 1.2% (n = 360,000); in the data active = inhibition above about 30%;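 note: 0% = DMSO wells and 100% = wells lacking the enzyme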
PrPC TRFRET = reduces human prion protein on the cell surface. actives 0.43% (n = 370,000). inhibition, % at 13.8 µM. cell surface PrPC, TR-FRET read-out. P04156. AID 720596; in the data active = inhibition above about 24%; note: 0% = median of the test wells and 100% = reference compound wells
Mtb BioA inh = inhibitors of Mycobacterium tuberculosis BioA enzyme; purified M. tuberculosis BioA enzyme, plate reader; inhibition, % at 9.99 µM; actives 0.096% (n = 360,000); AID 602481; in the data active = inhibition above about 40%
BoNT F protease = blocks Botulinum neurotoxin F light chain protease. inhibition, % at 10 µM. AID 588497. actives 0.22% (n = 360,000). Multiplex microsphere protease cleavage assay, flow cytometry; in the data active = inhibition above about 35%, passing the limit was not always enough; note: plate controls were buffer without enzyme for full effect and enzyme alone for no effect
Mtb UGM inh = inhibitors of M. tuberculosis UDP-galactopyranose mutase; actives 0.06% (n = 320,000); inhibition, % at 10 µM; purified UGM, fluorescence polarization probe displacement; P9WIQ1; in the data active = inhibition above about 10%, passing the limit was not always enough
Target sequence (P9WIQ1 whole entry, looked up): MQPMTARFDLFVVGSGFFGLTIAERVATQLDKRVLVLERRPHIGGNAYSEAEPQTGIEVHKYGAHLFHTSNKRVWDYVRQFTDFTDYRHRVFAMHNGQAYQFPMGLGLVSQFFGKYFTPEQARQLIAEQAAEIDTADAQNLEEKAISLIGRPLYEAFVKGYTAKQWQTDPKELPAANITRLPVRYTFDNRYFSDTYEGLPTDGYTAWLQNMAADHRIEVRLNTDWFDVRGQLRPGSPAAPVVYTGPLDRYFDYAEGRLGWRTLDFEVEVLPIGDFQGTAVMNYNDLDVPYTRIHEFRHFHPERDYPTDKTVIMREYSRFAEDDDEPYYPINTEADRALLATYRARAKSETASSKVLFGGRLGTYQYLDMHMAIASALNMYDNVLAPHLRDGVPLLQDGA
FadD28 FP inh = inhibitors of Mycobacterium tuberculosis FadD28 bisubstrate binding | inhibition, % at 12.5 µM | actives 0.22% (n = 360,000) | FadD28 bisubstrate probe binding, fluorescence polarization; in the data active = inhibition above about 8.5%, passing the limit was not always enough
Numbers without * were called inactive; . = not tested or not shown; & = joins results of further samples. Compounds were not picked by outcome (roughly 4.8% active in at least one column).

# | SMILES | FBA Mtb inh | Rv3671c protease | MazEF act | GDH-TPI inh | PrPC TRFRET | Mtb BioA inh | BoNT F protease | Mtb UGM inh | FadD28 FP inh
1 | COCc1c(N)c(C)nc(Cl)c1C#N | 7 | 3 | 8 | -5 | 5 | . | 1 | 0.9 | -4.4
2 | O=C1NC(=O)/C(=C\c2ccc(Oc3cnccn3)cc2)S1 | -2 | -7 | 3 | 16 | -1 | . | -1 | -0.3 | -4.3
3 | Cc1cccc(Nc2nc(N)nc(CN3CCN(Cc4ccc5c(c4)OCO5)CC3)n2)c1 | -2 | 7 | 6 | 15 | -5 | 0.0 | -2 | 2.5 | -0.2
4 | O=C(NC1CCCCC1)c1ccc(CNc2nc(=S)[nH]c3ccccc23)cc1 | -3 | -17 | 5 | 5 | -3 | -0.4 | 0 | 1.9 | -0.6
5 | O=C(NCC(c1cccs1)N1CCOCC1)c1cc(=O)[nH]c2ccccc12 (stereo not given) | 5 | -5 | 1 | 3 | 2 | -0.5 | -2 | 1.0 | -1.4
6 | COCCSc1ccccc1C(=O)N1CCN(Cc2ccc3c(c2)OCO3)CC1 | -1 | 3 | 4 | -3 | -2 | 1.6 | -3 | 2.2 | -1.2
7 | CCOC(=O)Nc1ccc(S(=O)(=O)Nn2cnnc2)cc1 | 1 | 2 | 0 | -15 | 2 | -0.8 | 6 | -4.8 | -0.8
8 | CN(c1cccc(NC(=O)Nc2cccc(Cl)c2)c1)S(C)(=O)=O | 3 | -49 | -1 | 7 | 8 | 4.6 | 7 | -0.1 | -4.8
9 | COc1ccc(NC(=O)c2ccc(-n3nc(C)c[n+]3[O-])cc2)cc1 | 1 | -3 | 10 | 13 | 7 | -0.4 | -3 | . | -3.4
10 | COC(=O)CNC(=O)CN1C(=O)N(c2ccccc2)C(N(O)C(=O)Nc2ccccc2)C1(C)C (stereo not given) | 3 | 4 | 2 | 8 | 3 | -1.9 | 19 | -0.1 | -5.0
11 | CN(C(=O)OC(C)(C)C)[C@H](Cc1ccccc1)C(=O)N[C@H]1CCCCNC1=O | -1 | . | 0 | 1 | 2 | -1.7 | -2 | . | -2.6
12 | NC1=NS(=O)(=O)NC1c1cccc(Cl)c1 (stereo not given) | 0 | 9 | -4 | 0 | 0 | -1.7 | 1 | -1.6 | -1.5
13 | C[C@@H]1CN([C@@H](C)CO)S(=O)(=O)c2ccc(Br)cc2O[C@H]1CN(C)C(=O)c1ccccc1 | -3 | . | 0 | -9 | -4 | 3.8&3.6 | 5 | . | -4.4
14 | COc1ccccc1NCC(O)COc1ccc(C(C)(C)C)cc1 (stereo not given) | -4 | 11 | -5 | -10 | 7 | . | 8 | 5.7 | -0.9
15 | Cc1nc(C)c(-c2csc(Nc3ccc(Cl)cn3)n2)s1 | -1 | . | -12 | 10 | -8 | -1.4 | -4 | . | -0.6
16 | Cc1cccc(OCC(O)CN2CCN(C3CCCCC3)CC2)c1 (stereo not given) | 0 | 2 | -6 | -1 | -7 | -1.7 | 2 | 3.2 | -4.0
17 | COc1cc(/C=C/C(=O)OCC(=O)NCc2ccc(F)cc2)ccc1O | 1 | -11 | 6 | 26 | 5 | 0.0 | 7 | -1.1 | -0.3
18 | CC(=O)N1CCN(CCN=CC2=C(O)CC(c3cccs3)CC2=O)CC1 (stereo not given) | -1 | 2 | 3 | 11 | 0 | 0.2 | 1 | -1.5 | -2.0
19 | CN(CCCN1CCOCC1)C(=O)c1cc(COc2cccc(C(F)(F)F)c2)on1 | 1 | 3 | -24 | 2 | 2 | 1.1 | -1 | 3.0 | -1.8
20 | O=C(COC(=O)Cn1cnc2ccccc21)NCCCc1ccccc1 | -3 | 0 | 7 | -6 | 0 | -0.3 | 2 | -0.4 | -4.6
21 | Cc1cc(C)n(CC(=O)NCCC2=CCCCC2)n1 | 0 | -4 | 9 | -6 | -4 | 0.8 | 18 | 2.0 | -0.9
22 | COc1ccc(-c2ccc(S(=O)(=O)N3CCCC3)cc2)cc1 | 24 | 1 | 0 | -3 | 6 | -4.1 | -10 | 2.7 | -0.2
23 | O=C(Nc1ccccc1-c1ccccc1NC(=O)c1ccco1)c1ccco1 | 3 | 1 | 1 | -14 | -2 | . | 1 | -1.2 | 0.3
24 | Cc1[nH]c2ccccc2c1/C=C(\C#N)C(=O)NCC1CCCO1 (stereo not given) | -3 | -8 | -3 | 12 | -16 | . | 1 | 2.0 | -1.5
25 | O=C(O)C1=C2C(=O)Nc3cccc(c32)C2(C1)C(=O)Nc1ccccc12 (stereo not given) | -4 | . | -4 | 6 | -19 | 1.6 | -1 | . | 5.4
26 | COc1ccccc1N(CC(=O)NCc1ccc(F)cc1)C(=O)CCC(=O)Nc1ccccn1 | 2 | 3 | 2 | 1 | 13 | . | 0 | 0.2 | -0.5
27 | O=C(CSc1nnc(-c2ccccc2)o1)NC1CC1 | 4 | -2 | 7 | 6 | -1 | -0.6 | 13 | -3.6 | 0.4
28 | CC(Oc1cc(Cl)ccc1Cl)C(=O)N/N=C\c1ccnn1C (stereo not given) | -2 | 9 | -10 | 2 | -1 | 23 | -1 | -3.8 | -0.2
29 | COc1cccc(NC(=O)Cn2c(CCC(=O)O)ccc2-c2ccc(C)cc2)c1 | 3 | -2 | -5 | -6 | -3 | . | -3 | 3.3 | -3.1
30 | COc1ccc(OC)c(-c2nn(-c3ccccc3)cc2C(=O)NC2(C)CCS(=O)(=O)C2)c1 (stereo not given) | 1 | . | 11 | 7 | -6 | 1.6 | -4 | . | -3.8

Among those listed so far, 3 have fluorine.
# | SMILES | FBA Mtb inh | Rv3671c protease | MazEF act | GDH-TPI inh | PrPC TRFRET | Mtb BioA inh | BoNT F protease | Mtb UGM inh | FadD28 FP inh
17 | COc1cc(/C=C/C(=O)OCC(=O)NCc2ccc(F)cc2)ccc1O | 1 | -11 | 6 | 26 | 5 | 0.0 | 7 | -1.1 | -0.3
19 | CN(CCCN1CCOCC1)C(=O)c1cc(COc2cccc(C(F)(F)F)c2)on1 | 1 | 3 | -24 | 2 | 2 | 1.1 | -1 | 3.0 | -1.8
26 | COc1ccccc1N(CC(=O)NCc1ccc(F)cc1)C(=O)CCC(=O)Nc1ccccn1 | 2 | 3 | 2 | 1 | 13 | . | 0 | 0.2 | -0.5

Next part:
# | SMILES | FBA Mtb inh | Rv3671c protease | MazEF act | GDH-TPI inh | PrPC TRFRET | Mtb BioA inh | BoNT F protease | Mtb UGM inh | FadD28 FP inh
31 | CCC(C)(C)NC(=O)CN(C(=O)CCC(=O)Nc1cc(C)ccn1)c1ccc2c(c1)OCO2 | 4 | 3 | 4 | -12 | -2 | -2.6 | -6 | -0.3 | -3.8
32 | CN(CCCNC(=O)c1ccc(/C=N/O)nc1)CCCN(C)Cc1ccccc1 | -1 | -1 | -4 | 1 | -14 | 0.1 | -9 | 0.8 | -1.3
33 | C=C(C)C(=O)Nc1cccc(C2=NOC3(C2)C[C@@H](C(N)=O)N(C(=O)CC(c2ccccc2)c2ccccc2)C3)c1 (stereo not given in full) | 0 | -13 | 8 | 7 | -11 | 0.0 | -4 | -0.5 | -5.7
34 | Cn1c(COc2ccc(Cl)cc2)nc2ccccc2c1=O | 3 | 6 | -2 | 0 | 0 | 0.5 | -35 | -2.5 | -0.4
35 | COc1cc(C=NNC(=O)Cn2nc(C)cc2C)ccc1OC(=O)C1CC1 | -1 | 2 | -2 | 7 | -5 | -1.0 | -6 | 1.4 | -1.3
36 | COc1ccc(CC(=O)OC(C)C(=O)NC2CCCCC2C)cc1 (stereo not given) | -1 | . | -4 | -2 | 9 | -0.6 | -10 | . | -5.5
37 | COc1ccc(-c2nn(Cc3ccccc3)cc2C(=O)N2CCN(c3ncccn3)CC2)cc1 | 0 | 4 | 1 | -5 | -1 | 0.8 | 1 | -3.6 | -3.0
38 | Cc1cccc(NC(=O)C(=O)NCC2CCCN2S(=O)(=O)c2ccccc2)c1 (stereo not given) | -3 | -4 | -5 | 9 | 2 | -0.6 | . | 1.2 | -1.5
39 | CCSc1nnc(NC(=O)c2nc(S(=O)(=O)Cc3ccc(F)cc3)ncc2Cl)s1 | 2 | -8 | -2 | 3 | -1 | 3.0 | -1 | 0.3 | -1.9
40 | N#C/C(=C\c1ccc(N2CCOCC2)o1)C(=O)NCC1CCCO1 (stereo not given) | -31 | 4 | -308 | -2 | -18 | . | -4 | -2.4 | -2.3
41 | Cc1cc(C)n(-c2ccc(S(N)(=O)=O)cc2[N+](=O)[O-])n1 | -3 | 3 | 1 | -1 | -3 | 1.2 | -2 | 0.4 | -4.4
42 | CCCCCCCC1(C)NC(=O)N(CC(=O)Nc2cc(C)on2)C1=O (stereo not given) | -2 | 4 | 5 | 3 | 4 | . | 3 | 0.9 | -3.6
43 | CCCCn1c(O)c(C(C)=NCCCN(C)C)c(=O)[nH]c1=O | 0 | -7 | 6 | 0 | 6 | -1.5 | 5 | -5.2 | 0.3
44 | CCOC(=O)C1=CCN(S(=O)(=O)c2ccc(F)cc2)C1c1ccc(C)cc1 (stereo not given) | -4 | . | . | . | 0 | -0.7 | -3 | . | -4.6
45 | Cc1nnc(SCC(=O)N2CCc3ccccc3C2)n1-c1ccccc1 | 0 | -9 | -1 | -2 | -1 | . | -25 | 1.2 | -0.9
46 | CCOC(=O)CSc1nnc(-c2ccco2)n1-c1ccccc1 | 1 | -2 | 2 | -1 | 3 | -1.4 | -2 | 0.5 | -1.2
47 | CCOC(=O)c1ccc(NC(=O)CSc2nc3c(c(=O)n2C)SC(C)C3)cc1 (stereo not given) | -3 | 6 | 7 | 0 | -2 | 4.1 | -2 | -1.2 | -3.1
48 | Cc1onc(-c2ccccc2)c1C(=O)c1c[nH]c(C(=O)NCc2ccncc2)c1 | -3 | -4 | -7 | 0 | 0 | . | -8 | 0.4 | -2.9
49 | Cc1nnc(-c2cnn(C)c2N)n1Cc1ccc(Cl)cc1 | -3 | -5 | -2 | 2 | -2 | 1.3 | 17 | 1.6 | -2.6
50 | CCN(Cc1nc2ccccc2c(=O)[nH]1)Cc1cc(=O)oc2cc(OC)ccc12 | 11 | -8 | 0 | 2 | -5 | 1.7 | -12 | -0.9 | -1.5
51 | CN1CCS/C1=C\C=C1/SC(=S)N(CC(=O)O)C1=O | -33 | . | -132 | 2 | -71 | . | 2 | . | 1.8
52 | O=C1O/C(=C\c2ccccc2)c2ccccc21 | 8 | 7 | -2 | 25 | -9 | . | -1 | -2.0 | 0.9
53 | CCN(CC)CCCNC(=O)c1cc2c(=O)n(CC)c3ccccc3c2s1 | 72* | -3 | 6 | 9 | -18 | 1.2 | -9 | 5.1 | -3.7
54 | O=C(NCc1cccs1)C(=O)NCC(c1ccco1)N1CCN(c2ccc(F)cc2)CC1 (stereo not given) | 3 | 5 | 12 | 5 | 7 | -0.4 | -3 | 0.7 | -0.6
55 | COc1ccc(-c2nc(CS(=O)(=O)CC(=O)NCc3ccccc3OC)c(C)o2)cc1 | 5 | -4 | -2 | 0 | 1 | 0.2 | 2 | -0.5 | -0.2
56 | Cc1cccc(C)c1NC(=O)CN(C)C(=O)c1cc([N+](=O)[O-])ccc1N1CCOCC1 | -1 | 1 | -1 | 14 | -15 | 2.8 | -3 | 1.6 | -0.6
57 | CN(C(=O)c1cccc(NC(=O)Cc2cccc([N+](=O)[O-])c2)c1)C1CCC1 | 2 | -1 | 6 | 7 | -7 | -1.5 | -5 | 0.2 | 0.0
58 | COc1ccccc1NC(=O)N(CCCN1CCOCC1)Cc1cc2cc3c(cc2[nH]c1=O)OCO3 | 10 | 4 | 2 | 15 | -5 | 1.1 | . | -1.1 | 0.7
59 | COc1cccc(OCc2nc3ccccc3[nH]2)c1 | 2 | 7 | 7 | 8 | 0 | 0.3 | -7 | 6.5 | -0.8
60 | O=C(CCCN1C(=O)c2ccccc2C1=O)Nc1ccc(S(=O)(=O)N2CCCCC2)cc1 | 0 | 3 | 0 | 11 | 5 | -1.3 | -14 | 2.1 | -1.3
61 | O=C(N/N=C/c1ccccc1O)c1cc[n+]([O-])cc1 | -2 | -1 | -9 | 18 | -5 | -1.3 | 4 | 1.6 | -1.5
62 | O=C(NCc1cccs1)c1csc2ccccc12 | 1 | 7 | -1 | -10 | . | 0.5 | -16 | -2.8 | 0.7
63 | O=C1CC(=O)CC(c2ccco2)C1 | 1 | 6 | -2 | 3 | -2 | 0.5 | 2 | 2.7 | 0.4
64 | CC(=O)c1cccc(CN2CCN(CC(C)C)C(CCO)C2)c1 (stereo not given) | -2 | -3 | 2 | -2 | -8 | . | -7 | -3.1 | -1.6
